FXIIa inh = human FXIIa protease inhibitors, primary screen, biochemical, 1536-well | purified FXIIa, Boc-QGR-AMC fluorogenic substrate, 2 h | AID 800, 2007 | inhibition, % at 5 µM | 0.3% of 220,000 active | Coagulation factor XII (Homo sapiens), P00748; in the data active means inhibition above about 40%;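 further: 0% = enzyme with no compound and 100% = blank without enzyme; many of its hits are not listed in these tables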
Furin inh = human furin inhibitors, primary screen, biochemical, fluorescence intensity; 0.061% of 220,000 active; inhibition, % at 30 µM; AID 463115, 2010; P09958; purified furin, fluorogenic substrate cleavage; in the data active means inhibition above about 25%; further: inactives centre near -15
Target sequence (P09958 108-714 limits assumed): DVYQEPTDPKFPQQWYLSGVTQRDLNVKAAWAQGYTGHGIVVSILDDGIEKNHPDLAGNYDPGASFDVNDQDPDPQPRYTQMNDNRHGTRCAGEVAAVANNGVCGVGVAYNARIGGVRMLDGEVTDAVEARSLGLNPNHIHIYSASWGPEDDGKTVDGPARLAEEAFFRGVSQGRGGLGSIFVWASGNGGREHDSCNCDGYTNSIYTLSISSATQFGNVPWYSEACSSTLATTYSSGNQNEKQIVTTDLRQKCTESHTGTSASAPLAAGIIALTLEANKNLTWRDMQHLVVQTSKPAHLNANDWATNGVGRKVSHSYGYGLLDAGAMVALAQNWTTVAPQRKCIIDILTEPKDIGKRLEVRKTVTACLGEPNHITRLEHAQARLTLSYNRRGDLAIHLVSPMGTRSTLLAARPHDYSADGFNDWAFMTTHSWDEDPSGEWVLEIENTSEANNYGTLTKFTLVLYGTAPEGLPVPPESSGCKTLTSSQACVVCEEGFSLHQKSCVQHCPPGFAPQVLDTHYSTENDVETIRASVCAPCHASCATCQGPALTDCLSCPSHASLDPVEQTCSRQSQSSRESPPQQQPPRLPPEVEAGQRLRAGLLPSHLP
p97 inhibitor = inhibitors of human p97 ATPase, primary screen, biochemical. Transitional endoplasmic reticulum ATPase (Homo sapiens), P55072. recombinant p97 ATPase, Kinase-Glo ATP luminescence, 3 h. inhibition, % at 8 µM. 0.42% of 220,000 active. AID 1481, 2009; in the data active means inhibition above about 15%;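 further: 0% = DMSO vehicle and 100% = wells lacking enzyme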
Wee1 degr inh = Wee1 degradation inhibitors, primary screen, cell-based, HeLa, Wee1K328M-luciferase, luminescence; Wee1-like protein kinase (Homo sapiens), P30291; reporter increase, % at 5 µM; 1.2% of 220,000 active; HeLa Luc-Wee1K328M stability; 100% = proteasome inhibitor MG132 effect;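 active means activation above the mean of all tested compounds plus 3 SD, set per screening run, cut at about 8.8% in these data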;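 further: cells exposed to compound for 20 h before luminescence read; 0% = DMSO alone and 100% = MG132 at 30 µM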
PERK inhibitor = block of dimerizer-induced PERK translation repression, primary screen, PERK inhibitor project, CHO PERK-DD cells, SEAP luminescence, HTS. CHO PERK-DD fusion, SEAP luminescence translation reporter. Eukaryotic translation initiation factor 2-alpha kinase 3 (Homo sapiens), Q9NZJ5. 0.17% of 220,000 active. inhibition, % at 5.6 µM;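 active means inhibition above the mean inhibition of all tested compounds plus 3 SD, set separately per screening campaign, cut at about 2.9% in these data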;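 further: PERK kinase domain activated by AP20187 dimerizer at 100 nM; 0% = DMSO with dimerizer and 100% = rapamycin at 8.4 µM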
FXIa inh 1536 = human FXIa protease inhibitors, primary screen, biochemical, 1536-well; Coagulation factor XI (Homo sapiens), P03951; purified FXIa, Boc-Glu-Ala-Arg-AMC fluorogenic substrate; inhibition, % at 5 µM; 0.14% of 220,000 active; AID 798, 2007;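 active means inhibition of at least 40%; inactive means inhibition below 40%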;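 further: fluorescence of freed AMC excited at 355 nm; 0% = enzyme without compound and 100% = no enzyme blank; many of its hits are not listed in these tables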
KLK5 inh = human KLK5 protease inhibitors, primary screen, biochemical, 1536-well | Kallikrein-5 (Homo sapiens), Q9Y337 | 0.59% of 210,000 active | inhibition, % at 5 µM | recombinant hK5, fluorogenic AMC substrate cleavage | AID 873, 2007;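 active means inhibition of 40% or more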;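 further: 0% = enzyme controls without compound and 100% = no-enzyme blanks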
Target sequence (Q9Y337 67-293 limits assumed): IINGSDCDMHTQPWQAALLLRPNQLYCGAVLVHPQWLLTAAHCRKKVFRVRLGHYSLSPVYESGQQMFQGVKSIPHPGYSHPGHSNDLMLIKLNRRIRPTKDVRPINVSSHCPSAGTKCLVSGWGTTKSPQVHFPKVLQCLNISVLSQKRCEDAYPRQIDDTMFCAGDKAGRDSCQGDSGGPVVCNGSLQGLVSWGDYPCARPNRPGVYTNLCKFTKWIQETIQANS
thrombin 1536 = human alpha-thrombin inhibitors, primary screen, counter-screen for coagulation protease inhibitor project, biochemical, 1536-well, fluorogenic AMC substrate | inhibition, % at 5 µM | Boc-VPR-AMC fluorogenic substrate cleavage | 0.26% of 220,000 active | AID 1046, 2008 | Prothrombin (Homo sapiens), P00734;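 active means inhibition at or above 40%; inactive means inhibition below 40%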;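 further: 0% = enzyme with no compound and 100% = wells without enzyme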
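signal = AMC fluorescence, 355/460 nm | material = human alpha-thrombin enzyme | control set = enzyme without compound as high, wells lacking enzyme as low | times = reaction at room temperature | read-out basis = percent inhibition scaled between no-compound controls and no-enzyme blanks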
KCC2 mod = KCC2 cotransporter modulators, thallium flux, primary screen, cell-based, HEK293 KCC2, FluoZin-2 fluorescence, MLSMR | Solute carrier family 12 member 5 (Homo sapiens), Q9H2X9 | KCC2 cells, thallium flux FluoZin-2 fluorescence | B-score of Tl+ flux slope (higher = more flux/activation; lower = inhibition) at 10 µM | 2.2% of 190,000 active;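 active means thallium flux slope and its plate-corrected score both differing from the plate sample mean at a set confidence after two filtering rounds, in either direction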;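 further: slope of fluorescence scaled to starting intensity during 10 to 20 s after thallium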
* hit, by the source's call; . = not tested or not shown; [ ] = another dose, or the depositor's remark.

SMILES	FXIIa inh	Furin inh	p97 inhibitor	Wee1 degr inh	PERK inhibitor	FXIa inh 1536	KLK5 inh	thrombin 1536	KCC2 mod
Cn1ncc(Br)c1C(=O)NC12CC3CC(CC(C3)C1)C2	15	-17	-2	-1	0.5	8	-9	-5	-0.063
O=S(=O)(Nc1ccc2nc(-c3ccc(Br)o3)[nH]c2c1)c1ccccc1	7	-15	4	-1	-0.2	-3	-19	-1	-1.3
O=C(Cc1ccccc1)Nc1ccccc1N1CCN(c2ccccc2)CC1	19	-20	-1	-1	-0.8	1	-13	0	-0.54
COc1ccc(CNC(=O)COC(=O)C2CCC(C(C)(C)C)CC2)cc1 (stereo unspecified)	6	-23	-5	5	-0.4	-6	-25	-7	0.55
O=C(COc1ccc(S(=O)(=O)NC2CCCCC2)cc1)NCc1ccccn1	16	-9[20 µM]	-2	5	-0.1	3	2	0	-0.21
O=C1c2ccc(Oc3ccc4c(c3)C(=O)N(CCCO)C4=O)cc2C(=O)N1CCCO	12	-21	2	2	1.1	2	-17	3	-0.32
O=C(Nc1nc2c(s1)CCc1ccccc1-2)c1cccs1	7	-11[20 µM]	3	-1	0.0	8	-5	-2	.
COc1ccc(-c2nc(C#N)c(NCC3CCCO3)o2)cc1OC (stereo unspecified)	4	-60	-1	1	-0.6	-1	-1	-5	0.91
COc1ccccc1-c1nc2ccccc2nc1-c1ccccc1	12	-10	1	2	-0.2	10	-6	-1	-0.82
CCN(CC)S(=O)(=O)c1cc(NC(=O)Cn2ncc(Cl)c(Cl)c2=O)ccc1C	7	-18	4	4	0.6	3	0	-2	.

Compounds shown so far that contain a halogen:
SMILES	FXIIa inh	Furin inh	p97 inhibitor	Wee1 degr inh	PERK inhibitor	FXIa inh 1536	KLK5 inh	thrombin 1536	KCC2 mod
Cn1ncc(Br)c1C(=O)NC12CC3CC(CC(C3)C1)C2	15	-17	-2	-1	0.5	8	-9	-5	-0.063
O=S(=O)(Nc1ccc2nc(-c3ccc(Br)o3)[nH]c2c1)c1ccccc1	7	-15	4	-1	-0.2	-3	-19	-1	-1.3
CCN(CC)S(=O)(=O)c1cc(NC(=O)Cn2ncc(Cl)c(Cl)c2=O)ccc1C	7	-18	4	4	0.6	3	0	-2	.

Next results follow:
SMILES	FXIIa inh	Furin inh	p97 inhibitor	Wee1 degr inh	PERK inhibitor	FXIa inh 1536	KLK5 inh	thrombin 1536	KCC2 mod
CCOC(=O)c1sc(=S)n(-c2ccc(Cl)cc2)c1C	15	-8[20 µM]	-6	-1	0.2	10	-6	2	-0.69
CCCCCCN1N=C(C)C(C(=O)c2ccc(Cl)cc2)C1=O (stereo unspecified)	14	-18[20 µM]	3	2	0.2	5	-22	1	5*
CCn1c(SCC(=O)Nc2cccc(F)c2)nnc1-c1cc2cc(Br)ccc2o1	20	-11[20 µM]	1	0	1.1	1	-14	8	0.088
COc1cc(OC)c2ccc(=O)oc2c1C(CC(=O)N1CCN(c2ccccc2)CC1)c1ccc2c(c1)OCO2 (stereo unspecified)	-2	-7	.	.	.	-3	-4	-9	-1.1
CN(c1ccc(C(=O)NCCC2=CCCCC2)cc1)S(C)(=O)=O	17	-14[20 µM]	9	6	-0.7	-1	2	-4	-0.1
Cc1cccc(NC(=O)c2ccc(NCC3CCCO3)c([N+](=O)[O-])c2)n1 (stereo unspecified)	0	-21	-2	11*	0.6	-1	-15	2	-0.13
Nn1c(Cc2cccc3ccccc23)nnc1SCC(=O)NC1CCS(=O)(=O)C1 (stereo unspecified)	-2	-12	9	-2	1.5	-2	-1	-12	5.7*
COc1ccc(NC(=O)/C(C#N)=C/c2ccc3c(c2)n(C)c(=O)n3C)cc1	14	-3	2	3	-0.3	11	-17	2	0.027
CCN(CC)S(=O)(=O)c1cccc(NC(=O)/C=C/c2cccc([N+](=O)[O-])c2)c1	4	-9	-9	-1	-0.9	9	67*	95*	1.1
COc1cc(C2CC(=O)Oc3c2c(=O)n(C)c2ccccc32)ccc1O (stereo unspecified)	11	-21	6	-2	0.4	1	2	-9	.
O=S(=O)(c1ccc2c(c1)OCCO2)N1CCC(c2nc3ccccc3[nH]2)CC1	4	-16	1	0	-0.8	-6	-18	-4	-0.39
CCOC(=O)N1CCN(c2cccc(C)c2C)CC1	13	-28	2	4	-0.5	5	-10	-5	0.21
CC(C)N(CCNC(=O)C1CCN(S(=O)(=O)N2CCOCC2)CC1)Cc1ccccc1	10	-29	1	-1	-0.1	-4	-4	-4	.
Cc1c(C2N3CC4(C)CN2CC(C)(C3)C4=O)c2ccccc2n1C (stereo unspecified)	-4	-17	3	5	0.8	-3	-28	-5	0.18
CCc1ccc2nc3sc(C(=O)N4CCc5ccccc54)c(N)c3cc2c1	8	-8	1	-3	0.5	7	-10	-13	0.13
CCOC(=O)c1ccccc1C(=O)N1CCOCCOCCOCC1	26	-16	-4	-3	1.3	22	-2	7	0.72
CCOC(=O)C1=C(c2ccccc2)NC(=O)NC1c1ccc(O)c(OCC)c1 (stereo unspecified)	2	-15	6	-3	0.0	-1	20	-3	-0.54
C=CCOc1ccc(Cl)cc1C(=O)O	-1	-5[20 µM]	-2	-2	0.4	-6	0	-9	-0.039
Cc1ccc(S(=O)(=O)NC2(C(F)(F)F)C(=O)Nc3c2c(=O)n(C)c(=O)n3C)cc1 (stereo unspecified)	11	0[20 µM]	0	0	0.9	0	4	1	.
O=C(COc1ccc(Cl)cc1)NCCSCc1cccc(Cl)c1	-10	-9	-8	5	0.6	0	2	-2	0.11
Cc1ccccc1C(=O)NC(=S)Nc1ccc(Cc2ccncc2)cc1	12	-20	5	4	0.6	3	-21	-5	0.02
COc1cccc(C=NCC(C)N=Cc2cccc(OC)c2O)c1O (stereo unspecified)	15	-11	5	-4	0.3	9	-25	3	-0.41
CN1CCN(c2ccccc2NC(=O)c2sc3ccccc3c2Cl)CC1	9	-10	-5	-2	0.2	18	-1	-2	0.097
Cc1ccsc1C1C(C#N)=C(N)OC2=C1C(=O)CC(C)C2 (stereo unspecified)	4	-23	-2	2	0.1	-4	-3	15	-2.5
CC1(C)CC(=O)N(CC(=O)O)c2ccccc2S1(=O)=O	12	-6	-5	-2	0.1	2	1	-3	0.55
N#CC1=C(SCc2ccccc2)NC(=O)CC1c1ccco1 (stereo unspecified)	14	-12	5	-3	0.5	1	4	1	-0.0074
COc1ccc(Nc2ccc(N3C(=O)CCCC3=O)cc2[N+](=O)[O-])c(OC)c1	2	-17	-3	5	-0.9	-8	-23	-7	0.038
CCOC(=O)c1nnn(-c2nonc2N)c1-c1ccc(OCC)cc1	21	-10	1	0	-0.3	3	5	7	.
Cc1ccc(C)c(S(=O)(=O)Nc2ccc(S(=O)(=O)Nc3onc(C)c3C)cc2)c1	12	-15	2	0	-0.4	4	-27	-13	.
Cc1c(N(C)C(=O)c2ccc3c(c2)OCO3)c(=O)n(-c2ccccc2)n1C	4	-19[20 µM]	4	-1	2.1	0	-2	-5	-0.6
Nc1ccc(C(=O)c2cccs2)cc1	6	-13	5	0	0.6	-1	-11	-4	-0.016
Cc1ccc(COc2ccc(/C=N/NC(=O)c3nnn(-c4nonc4N)c3COc3ccc(F)cc3)cc2)cc1	5	-22	-1	1	-0.4	3	1	3	-1.2
Cc1cc(/C=C2/C(=N)N3C(=NC2=O)SN=C3S(C)(=O)=O)c(C)n1-c1ccccc1F	8	-21	1	3	3.4*	5	3	3	-3.3
Oc1c(Br)cc(Cl)cc1C=Nc1ccccc1Br	-1	-2	2	-1	-0.8	-3	-12	-1	0.03
Cc1ccc(-n2c(SCc3ccc([N+](=O)[O-])cc3)nc3ccccc3c2=O)cc1	-12	0[20 µM]	-3	5	0.4	-8	1	-3	.
CCNC(=O)/C(=C/c1ccco1)NC(=O)/C=C/c1ccccc1	-1	7	-4	0	0.8	-12	13	-6	0.9
CCOC(=O)C(NC(=O)CCC(=O)Nc1ccc(S(N)(=O)=O)cc1)C(O)c1ccccc1 (stereo unspecified)	7	-20	6	-2	1.4	3	-29	-1	0.14
COc1cccc(NC(=O)CCN2CCC(C(N)=O)CC2)c1	2	-22	2	1	0.4	-4	-15	-4	.
O=C(O)C1C2C=CC(C2)C1C(=O)Nc1ccc(C(=O)N2CCCCC2)cc1 (stereo unspecified)	14	-16[20 µM]	2	3	0.8	-1	-3	-2	2.2
COCc1nnc(NS(=O)(=O)c2c(C)cc(C)cc2C)s1	11	-13[20 µM]	-6	-1	-1.3	-6	-17	-2	.
CCCn1c(N)c(C(=O)CSc2nnc(C)n2Cc2ccccc2)c(=O)n(C)c1=O	2	-10[20 µM]	4	-3	0.6	-15	-5	-5	-1
COc1ccc(CNCCc2ccccc2)cc1OCC(N)=O	-4	-28[20 µM]	-2	2	0.4	2	3	0	.
Cc1csc(NC(=O)CSc2nnc(-c3ccccn3)n2-c2ccc(C)c(C)c2)n1	23	-10	0	0	-1.5	-3	-8	6	-1.1
CCOC(=O)CSc1nnc(CNC(=O)c2cccs2)n1-c1cc(OC)ccc1OC	-9	-23[20 µM]	-1	2	0.3	-10	-20	2	0.07
O=c1cc(-c2ccccc2)n(S(=O)(=O)c2ccc3ccccc3c2)o1	.	-3[20 µM]	-7	0	-0.5	.	.	.	-0.12
CCOc1ccc2nc(Cl)c(C3CC(c4ccco4)=NN3S(C)(=O)=O)cc2c1 (stereo unspecified)	7	-18	5	1	0.4	8	-3	-1	-0.2
CCCCOc1ccc(C(CC(=O)NC)C(=O)O)cc1 (stereo unspecified)	19	-15[20 µM]	3	0	1.7	7	-7	4	0.061
COc1ccc(C2c3c(ccc4ccccc34)Oc3ncn4nc(-c5ccco5)nc4c32)cc1OC (stereo unspecified)	7	-28	4	1	1.2	11	-2	-3	0.44
COc1cc2c(cc1C1NC(=S)NC(C)=C1C(N)=O)CCCC2 (stereo unspecified)	3	-13	6	0	0.4	-7	-1	-13	0.41
O=C(Nc1ccc2oc(-c3ccccc3Cl)nc2c1)c1cncc(Br)c1	18	12	-6	-2	-0.7	5	3	1	0.42

Additional entries follow:
SMILES	FXIIa inh	Furin inh	p97 inhibitor	Wee1 degr inh	PERK inhibitor	FXIa inh 1536	KLK5 inh	thrombin 1536	KCC2 mod
COc1cccc(C(=O)NC2CC3CCCC(C2)N3CC(=O)Nc2ccccc2)c1 (stereo unspecified)	-7	-11	1	0	-0.5	-6	9	-4	.
Oc1oc(-c2ccco2)nc1C=Nc1cccc(Cl)c1	15	-21	4	2	0.0	15	3	14	-2
CCn1c(Cn2nnc(-c3ccccc3)n2)nnc1SCc1ccc(Cl)c(Cl)c1	6	-30[20 µM]	-5	0	-0.5	-11	-4	-3	-1.8
C/C=C\C(=O)Nc1cccc(C2=NOC3(C2)C[C@@H](C(N)=O)N(C(=O)CCCCC)C3)c1 (stereo partly specified)	15	-31	.	.	.	3	4	1	-0.16
CC1(C)CC(=O)C(N=Nc2ccc(Cl)cc2)=C(O)C1	0	-6	4	-2	0.2	-3	-2	-4	1.2
O=C(Nc1cccc(C(F)(F)F)c1)c1csc(-c2ccncc2)n1	-4	-25	-1	-1	0.4	-8	-23	0	-0.9
O=C(CN1CCSC1=NCc1ccccc1)c1ccc(Cl)cc1	9	-13	2	1	-0.1	2	-19	-1	-0.06

Source: PubChem BioAssay
